Jurkat NFkB inh: inhibitors of induced NF-kB luciferase reporter, primary screen, TCR NF-kB activation inhibitor project, cell-based, luminescence, uHTS | Jurkat, PMA/ionomycin-induced NF-kB luciferase reporter | inhibition, % at 4 µM | hit rate 0.53% among 330,000 | AID 435003, 2010; in the data active = inhibition above about 50%
Mdm2-MdmX inh: inhibitors of human Mdm2-MdmX association, primary screen, cell-based, luminescence, split luciferase, SaOS-2, uHTS. inhibition, % at 8 µM. SaOS-2 split-luciferase Mdm2/MdmX complementation. Protein Mdm4 (Homo sapiens) + E3 ubiquitin-protein ligase Mdm2 (Homo sapiens), …. hit rate 3% among 330,000;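 active = inhibition of at least 50% at 8 µM in the primary screen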
UPR XBP1 act: activators of adaptive XBP1 UPR arm, primary screen, cell-based, CHO-XBP1 luciferase reporter, luminescence, uHTS. IRE1-XBP1 UPR activation; percent of tunicamycin response, DMSO as zero. activation, % at 20 µM. hit rate 0.33% among 330,000;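 active = versus positive control, 20 µM dose yields 30% or more activation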;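 also: 100% = tunicamycin at 10 µg/mL and 0% = DMSO only wells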
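Assay system: IRE1-XBP1 luciferase reporter CHO line. Input: 1000 cells/well. Buffer or medium: F12 with 10% serum. Doses: 20 µM, 1% DMSO. Times: overnight seeding at 37 °C, 6 h compound treatment at 37 °C. Technique: Steady-Glo luciferase glow luminescence, 10 min after reagent addition.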
APJ agonist: agonists of human apelin receptor APJ, primary screen, CHO-K1 cells, PathHunter beta-arrestin, luminescence; P35414; hit rate 0.11% among 330,000; activation, % at 20 µM; AID 2520, 2010; 0% DMSO wells, 100% apelin;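 active = activation more than six SD over the plate average, tested at 20 µM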;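 also: 0% = DMSO alone and 100% = apelin-13 at 10 nM; some results filed as inactive read as strong as hits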
Target sequence (P35414 whole entry, looked up): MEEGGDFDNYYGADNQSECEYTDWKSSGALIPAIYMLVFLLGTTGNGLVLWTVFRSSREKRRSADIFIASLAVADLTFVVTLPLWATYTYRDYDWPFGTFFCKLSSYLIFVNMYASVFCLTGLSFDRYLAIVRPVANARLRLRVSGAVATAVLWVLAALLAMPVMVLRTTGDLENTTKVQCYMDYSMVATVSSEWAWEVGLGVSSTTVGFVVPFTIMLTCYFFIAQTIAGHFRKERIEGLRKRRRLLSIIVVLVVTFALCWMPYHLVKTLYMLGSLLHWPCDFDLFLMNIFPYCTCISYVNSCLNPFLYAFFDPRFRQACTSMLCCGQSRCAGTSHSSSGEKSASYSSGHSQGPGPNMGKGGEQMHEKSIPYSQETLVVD
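Assay system: CHO-K1 APJ beta-arrestin complementation cell line / Compound: single test compound dose, 20 µM final, 1% DMSO / Times: overnight seeding, 90 min compound at 25 °C, 1 h detection / Technique: beta-gal luminescence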
tim23-1 inh: growth inhibitors of tim23-1 mutant yeast, primary screen, luminescence, uHTS. hit rate 1.3% among 330,000. S. cerevisiae tim23-1 growth, BacTiter-Glo luminescence, 24 h. inhibition, % at 20 µM;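 active = growth inhibition of the mutant yeast at or above 50%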;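 also: temperature-sensitive mutant grown at 25 °C; plate controls were DMSO-treated mutant yeast for no effect and medium wells lacking yeast for full effect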
APJ antagonist: antagonists of human apelin receptor APJ, primary screen, CHO-K1 cells, beta-arrestin complementation, luminescence | hit rate 0.32% among 330,000 | AID 2521, 2010 | P35414 | inhibition, % at 20 µM;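 active = inhibition above about 40% at 20 µM, limit read from the data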;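 also: cells challenged with 10 nM apelin-13 agonist together with compound; plate controls were apelin-13 plus DMSO wells for no effect and DMSO wells lacking apelin-13 for full effect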
CHOP UPR activ: activators of apoptotic CHOP UPR arm, primary screen, cell-based, CHO-CHOP luciferase reporter, luminescence, uHTS; AID 449763, 2010; activation, % at 10 µM; UPR activation; percent of tunicamycin response over DMSO baseline; hit rate 0.34% among 330,000;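 active = at 10 µM dose, activation of 40% or more, normalized to positive control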;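 also: 100% = tunicamycin at 10 µg/mL and 0% = DMSO alone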
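Material: CHO-CHOP cells, stable luciferase reporter of PERK-eIF2a-CHOP signalling; quantity: 500 reporter cells seeded per well; buffer or medium: F12 medium containing 10% fetal bovine serum; compound: one dose, 10 µM in 0.5% DMSO; incubation: 6 h compound treatment, 37 °C; measured by: Steady-Glo luciferase luminescence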
697 NFkB inh: inhibitors of PMA/ionomycin-induced NF-kB reporter, 697 cells, primary screen, B-cell NF-kB inhibitor project, cell-based, luminescence, uHTS | hit rate 0.33% among 330,000 | AID 435022, 2010 | 697 B-cell NF-kB luciferase reporter, 16 h | inhibition, % at 4 µM; in the data active = inhibition above about 35%
Active calls of the source: *.

SMILES	Jurkat NFkB inh	Mdm2-MdmX inh	UPR XBP1 act	APJ agonist	tim23-1 inh	APJ antagonist	CHOP UPR activ	697 NFkB inh
Cc1cc(C)c[n+](CC(=O)c2ccc(NC(=O)c3ccccc3)cc2)c1	0	13	5	-4	4	-5	-0.7	10
O=C(NNC(=O)c1nn(-c2ccc(F)cc2)ccc1=O)c1ccc(C(F)(F)F)cc1	-8	9	-1	1	-4	24	-0.8	4
COC(=O)c1c(N)c(C#N)c(C)n1-c1ccccc1	10	28	2	-2	5	-2	1.3	23
Cc1c(N=C2C=C(Br)C(=O)C(Br)=C2)c(=O)n(-c2ccccc2)n1C	13	-16	-2	-1	15	-61	1.1	23
N/C(=N\OC(=O)/C=C/c1ccccc1)c1ccccn1	-114	-108	-6	-2	46	-5	-8.8	-163
Nc1nc2nccc(-c3cccnc3)n2n1	-20	8	-2	-2	16	-8	-0.2	8
O=C1C(=O)N(CCCc2ccccc2)c2ccccc21	0	-1	0	-4	30	29	-3.0	-24
CC(C)(C)NC(=O)C1CCCN(S(=O)(=O)c2ccc(-n3cnnn3)cc2)C1 (stereo not given)	8	15	4	-1	8	21	-1.8	-5
COc1cc(S(=O)(=O)Nc2cccnc2)ccc1F	7	26	-3	1	-3	-16	-3.5	8
CCS(=O)(=O)N1CCC(C(=O)NCc2ccc(OC)cc2OC)CC1	-3	-24	1	-2	6	6	-0.5	-2
CCCn1c(N)c(N(CCOC)C(=O)c2cc(Cl)nc3ccccc23)c(=O)[nH]c1=O	9	-3	1	-8	-3	-6	0.4	15
O=C(CSc1nc2ccccc2[nH]1)NCCCn1ccnc1	2	-25	-1	1	11	14	-1.5	9
CCOC(=O)N1CCC(N(CCN(C)C)C(=S)Nc2cccc(OC)c2)CC1	8	9	-5	-3	-3	16	0.6	16
Cc1cc(/C=C(\C#N)C(=O)Nc2ccccc2F)c(C)[nH]1	-191	-169	0	-5	10	-13	4.8	-128
O=C(NCc1ccco1)c1ccccc1NS(=O)(=O)c1ccc2c(c1)OCCO2	-2	9	-2	1	25	14	1.4	1
Nc1ccc2nc(-c3cccc(-c4nc5ccc(N)cc5[nH]4)n3)[nH]c2c1	-26	-1	-3	0	3	-22	0.3	-3
CCOC(=O)N1CCN(CCC(=O)Nc2ccc(F)c(F)c2)CC1	2	11	-4	0	5	3	0.1	8
CCCNC(=O)c1ccc(SC)cc1OC	-2	5	-2	0	2	-1	5.0	-3
COc1cc(NC(=O)C/C(C)=N/NC(=O)C2CCCCC2)c(OC)cc1Cl	15	20	-5	2	25	4	-0.6	11
Cc1noc(C)c1C(=O)OCC(=O)Nc1ncc(C(F)(F)F)cc1Cl	-8	-36	0	-1	2	-13	0.3	0
O=C(CSCCO)Nc1ccccc1	-14	-6	-1	-4	-1	2	-0.4	9
O=C(CSc1ncnc2sc3c(c12)CCC3)NCC1CCCO1 (stereo not given)	13	11	0	6	22	20	0.5	5
C#CCOCCOCCOCCNc1nc(N2CCOCC2)nc(N2CCN(C(=O)CCCCCCCCCCNC(=O)[C@@H]([C@H](C)CC)n3cc(CCCCCN)nn3)CC2)n1	3	32	0	1	16	14	-0.2	-8
CCOC(=O)Cn1c(=O)c2c(nc(N3CCOCC3)n2C)n(C)c1=O	-22	3	-1	4	4	7	2.5	3
CCCn1c(N)c(N(CCOC)C(=O)c2cccc(Cl)c2)c(=O)[nH]c1=O	2	7	-4	-1	-2	4	2.9	20
CCN(CC)c1ccc(NC(=O)CN2CCN(c3ccccc3F)CC2)cc1	6	-3	-1	2	10	12	0.7	10
Cc1cc(=O)[nH]c(SCC(=O)N2CCN(S(=O)(=O)c3ccccc3)C2)n1	-19	0	-3	-4	4	9	1.0	15
CCOC(=O)c1cnc(N)nc1C(F)(F)F	1	6	0	-2	11	-4	-2.5	3
COc1ccccc1N(C)S(=O)(=O)c1ccc(C(=O)Nc2nccs2)cc1	1	16	1	-3	46	9	1.8	6
CC(C)c1ccc[n+](-c2nc([O-])sc2C=O)c1	8	11	-1	2	4	2	-0.2	-10
CCc1nnc(NC(=O)c2sc3nc(C)cc(COC)c3c2N)s1	-12	5	0	-3	29	3	-1.0	13
Nc1ccc(-c2cnc[nH]2)cc1[N+](=O)[O-]	8	7	1	-4	-19	23	2.0	9
Cc1cc2nc(-c3ccc(NC(=O)C(C)C)cc3)oc2cc1C	-236	-159	-2	-1	46	4	5.9	-405
O=C(CN1c2cccc3cccc(c23)S1(=O)=O)Nc1ccccc1	4	22	-2	0	2	-10	1.1	9
O=C(c1cc2ccccc2s1)N1CCOCC1	-10	-6	2	-5	-9	-9	-1.1	-2
CCn1c(Cc2ccccc2)nnc1SCC(=O)Nc1nc(C)cs1	16	22	3	-2	6	13	0.6	-1
CCCCN(C(=O)c1ccc(-c2ccc(Cl)cc2)o1)c1c(N)n(CC(C)C)c(=O)[nH]c1=O	-4	16	4	-3	-2	22	-0.9	14
O=C1CN(C(=O)COC(=O)/C=C/c2ccc(F)cc2)c2ccccc2N1	-2	14	-3	0	-8	1	0.2	11
CCN(C(=O)c1ccco1)c1nc(-c2ccc(OC)cc2)cs1	-77	-117	5	0	29	7	8.6	-90
O=C(O)c1ccc(/C=N/O)cc1	-10	-8	-1	-3	8	-2	-1.1	-13
Cc1nnc(NC(=O)CSc2nnc(CCc3nc4ccccc4[nH]3)n2C)s1	0	-5	4	-1	-5	6	-1.0	-27
CN(C)c1ccsc1C(=O)NNS(=O)(=O)c1ccc(Cl)cc1	-8	4	-1	1	24	-17	1.0	-1
COc1ccc(Cl)cc1-c1nc(-c2ccc(Br)o2)no1	-25	51*	4	-1	6	-19	2.4	-16
CC(C)C[C@H](NC(=O)c1nc[nH]c1C(=O)NCC(=O)OCc1ccccc1)C(=O)OCc1ccccc1	1	1	-4	8	11	-20	-0.1	14
COC(=O)C12CCC3(SCCS3)C(C(=O)OC)(CCC13SCCS3)C2	4	-21	0	-1	35	-12	1.1	6
Cc1ccc(S(=O)(=O)N2CCC(C(=O)NCCN3CCCCCC3)CC2)cc1	5	5	0	-4	-3	16	1.9	19
Cc1ccnc(NS(=O)(=O)c2ccc(NS(=O)(=O)c3ccc([N+](=O)[O-])cc3)cc2)n1	-8	3	0	-1	18	0	0.4	4
CCOC(=O)c1ccc(N2C(=O)CC(Sc3nnc(C)s3)C2=O)cc1 (stereo not given)	6	-4	-3	-3	38	6	-1.1	11
Cc1ccc(OCC(=O)c2cc(C)n(Cc3cccs3)c2C)c([N+](=O)[O-])n1	45	31	-7	-5	-17	-14	-6.8	-13
O=C(COc1ccc([N+](=O)[O-])cc1)Nc1ccc2c(c1)nc1n2CCOC1	-1	0	1	-1	13	12	5.5	-41
N#Cc1c2n(c3c(=O)[nH]cnc13)CCCC2	5	5	1	-4	-11	14	0.2	-12
Cc1cccc[n+]1CC(=O)c1ccc(Cl)cc1	-19	-10	-4	-2	-9	-6	0.1	8
O=C(Nc1ccncc1)c1ccc(C(=O)Nc2ccncc2)cc1	-4	-4	-2	0	16	11	-0.3	-1
Cc1ccccc1CC1(CO)CCCN(C(=O)c2ccc3ncccc3c2)C1 (stereo not given)	12	10	-2	2	15	6	0.3	-12
NC(=O)[C@@H]1CCCN1Cc1c(C(=O)N2CCN(C3CCCCC3)CC2)nc2ccccn12	10	10	-4	6	1	3	-0.7	6
Cc1ccc2oc(-c3cccc(NC(=S)NC(=O)c4cccs4)c3)nc2c1	-55	-57	-1	-4	-2	32	5.2	-68
CCN(c1ccc(OC)cc1)S(=O)(=O)N1CCCC(C(=O)NCc2ccccc2Br)C1 (stereo not given)	-4	38	-5	-3	24	7	-0.1	1
CC(=O)Nc1ccc(C(=O)OCc2ccc(F)cc2Cl)cc1	8	26	-2	-3	45	3	-1.0	-1
O=C(c1csc2c1CCCC2)n1cccn1	-4	2	-1	-3	14	-29	0.5	0
CCN(CC)S(=O)(=O)c1ccc(N2CCOCC2)c(NC(=O)CN2C(=O)NC(C)(c3ccccc3)C2=O)c1 (stereo not given)	6	-13	0	-1	-19	-29	-1.2	-2

Remaining list, next part:
SMILES	Jurkat NFkB inh	Mdm2-MdmX inh	UPR XBP1 act	APJ agonist	tim23-1 inh	APJ antagonist	CHOP UPR activ	697 NFkB inh
O=C(NCC1CCCO1)c1ccc(CS(=O)(=O)c2c(Cl)cccc2Cl)o1 (stereo not given)	13	-12	-4	-1	11	18	-1.2	4
Cn1c(=O)cc(SCC(=O)Nc2cccnc2)c2ccccc21	-6	-1	2	-1	6	-8	-0.7	9
CC1C(=O)N(Cc2ccc([N+](=O)[O-])cc2)c2ccccc2N1C(=O)C1CC1 (stereo not given)	24	-20	-3	-1	30	4	0.1	7
CCOc1ccccc1NC(=O)c1ccoc1C	-11	5	-1	-1	-2	18	-2.1	10
C/C(=N\NC(=O)c1c([N+](=O)[O-])c(C)nn1C)c1ccc(NC(=O)C2CCCC2)cc1	53*	48	10	-7	24	-26	-0.7	9
Cc1nnc(N=c2ssnc2Cl)o1	-1	48	-2	-1	39	21	34	-6
N#CC1=C(N)Oc2c(ccc3cccnc23)C1c1ccncc1 (stereo not given)	10	36	-2	7	7	0	-0.9	-68
Cc1ccc(S(=O)(=O)NCCC(=O)NC2CCN(Cc3ccccc3)CC2)cc1	-9	1	-1	-6	-3	3	-1.6	10
COc1ccccc1CC(NC(C)=O)C(=O)NC1CCN(C(=O)Nc2ccccc2Cl)CC1 (stereo not given)	5	3	3	-4	1	-1	0.1	11
Cc1ccc(C(=O)NCCNC(=O)c2cnccn2)cc1	-5	18	-4	-4	1	18	-0.5	4
O=C(Nn1cnnc1)c1ccc(Cl)cc1	-3	2	0	-2	5	11	4.0	3
Cc1ccc2cc(CCNC(=O)c3cccs3)c(=O)[nH]c2c1C	-138	-138	2	-4	14	-5	1.0	-118
COc1ccc(S(=O)(=O)N(C)CC(=O)NCc2ccco2)cc1OC	2	13	6	-3	0	1	-0.8	-3

Gathered by group, those above containing an aryl thioether with sulfur outside any ring.
SMILES	Jurkat NFkB inh	Mdm2-MdmX inh	UPR XBP1 act	APJ agonist	tim23-1 inh	APJ antagonist	CHOP UPR activ	697 NFkB inh
O=C(CSc1nc2ccccc2[nH]1)NCCCn1ccnc1	2	-25	-1	1	11	14	-1.5	9
CCCNC(=O)c1ccc(SC)cc1OC	-2	5	-2	0	2	-1	5.0	-3
O=C(CSc1ncnc2sc3c(c12)CCC3)NCC1CCCO1 (stereo not given)	13	11	0	6	22	20	0.5	5
Cc1cc(=O)[nH]c(SCC(=O)N2CCN(S(=O)(=O)c3ccccc3)C2)n1	-19	0	-3	-4	4	9	1.0	15
CCn1c(Cc2ccccc2)nnc1SCC(=O)Nc1nc(C)cs1	16	22	3	-2	6	13	0.6	-1
Cc1nnc(NC(=O)CSc2nnc(CCc3nc4ccccc4[nH]3)n2C)s1	0	-5	4	-1	-5	6	-1.0	-27
CCOC(=O)c1ccc(N2C(=O)CC(Sc3nnc(C)s3)C2=O)cc1 (stereo not given)	6	-4	-3	-3	38	6	-1.1	11
Cn1c(=O)cc(SCC(=O)Nc2cccnc2)c2ccccc21	-6	-1	2	-1	6	-8	-0.7	9

Assay outcomes (PubChem BioAssay)
